# EPAC2 ag = qHTS for Agonist of cAMP-regulated guanine nucleotide exchange factor 4 (EPAC2): primary screen | Rap guanine nucleotide exchange factor 4 (Homo sapiens), Q8WZA2 | EPAC2 activation, biochemical qHTS; response scale: 100% = 6.5 mM cAMP response | Potency, µM (titrated, usually from 154 µM), without a hit: at the highest dose activation, actives largely listed as activators | 360,000 compounds, 0.079% hits; note: nearly all actives have a fitted effect of over 50% in size
# Target sequence (Q8WZA2 whole entry, looked up): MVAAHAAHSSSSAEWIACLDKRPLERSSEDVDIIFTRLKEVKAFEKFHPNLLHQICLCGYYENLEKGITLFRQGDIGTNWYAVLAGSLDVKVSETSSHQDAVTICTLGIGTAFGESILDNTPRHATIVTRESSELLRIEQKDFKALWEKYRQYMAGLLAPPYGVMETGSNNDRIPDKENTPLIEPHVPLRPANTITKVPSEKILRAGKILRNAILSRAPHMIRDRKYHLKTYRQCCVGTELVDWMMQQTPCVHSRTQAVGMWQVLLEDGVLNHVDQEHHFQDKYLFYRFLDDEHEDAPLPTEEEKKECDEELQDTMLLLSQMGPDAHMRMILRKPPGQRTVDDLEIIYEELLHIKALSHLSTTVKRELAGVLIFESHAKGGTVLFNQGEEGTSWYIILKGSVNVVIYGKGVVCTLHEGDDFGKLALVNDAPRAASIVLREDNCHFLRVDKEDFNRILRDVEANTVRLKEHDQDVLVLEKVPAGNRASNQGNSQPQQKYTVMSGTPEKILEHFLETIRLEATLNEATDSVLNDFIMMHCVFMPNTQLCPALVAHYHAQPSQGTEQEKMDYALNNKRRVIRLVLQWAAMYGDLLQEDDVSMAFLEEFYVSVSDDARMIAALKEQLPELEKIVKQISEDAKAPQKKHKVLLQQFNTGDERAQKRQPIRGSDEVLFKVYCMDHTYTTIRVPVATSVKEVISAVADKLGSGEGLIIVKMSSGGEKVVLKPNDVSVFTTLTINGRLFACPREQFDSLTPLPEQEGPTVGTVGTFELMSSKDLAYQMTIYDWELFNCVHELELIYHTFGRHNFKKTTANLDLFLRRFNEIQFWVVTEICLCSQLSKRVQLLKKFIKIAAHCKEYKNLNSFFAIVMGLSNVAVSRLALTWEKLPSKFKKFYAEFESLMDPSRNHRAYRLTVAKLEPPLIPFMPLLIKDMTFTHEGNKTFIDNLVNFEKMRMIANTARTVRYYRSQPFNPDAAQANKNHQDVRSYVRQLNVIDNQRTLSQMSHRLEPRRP
#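 Nucleotide exchange monitored as fluorescence drop when BODIPY-GDP leaves Rap1B. Reaction: 100 nM EPAC2, 250 nM RAP1B-BODIPY-GDP, 50 uM GDP, room temperature, kinetic read over 30 min. Activity expressed relative to 6.5 mM cAMP.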
# EPAC2 antag = qHTS for Antagonist of cAMP-regulated guanine nucleotide exchange factor 2 (EPAC2): primary screen. EPAC2 GEF exchange of Rap1B-BODIPY-GDP, fluorescence. Rap guanine nucleotide exchange factor 4 (Homo sapiens), Q8WZA2. AID 720708, 2013. Potency, µM (titrated, usually from 114 µM), without a hit: at the top dose activity, negative = inhibition, hits mostly inhibitors. 360,000 compounds, 0.18% hits; note: % is set by controls: 0 for no effect and ±100 for the full control effect; nearly all actives have a fitted effect of over 45% in size; many of its hits are not listed in these tables
# FUS yeast rescue = qHTS for Suppressors of FUS Proteinopathy: Primary screen using FUS-linked yeast assay. 390,000 compounds, 0.24% hits. Potency, µM (doses to about 76.6 µM), inactives show at the top dose growth rescue (activation), actives largely listed as activators. S. cerevisiae FUS-expressing, growth rescue, OD600, 24 h;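 note: plate controls were DMSO vehicle for no effect and reference control for full effect; nearly all actives have a fitted effect of over 55% in size; some results filed as inactive show a strong effect at the top dose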
#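 FUS-expressing yeast, raffinose-pregrown, induced in 2% galactose minimal medium at OD 0.005; compounds in a dilution series, 24hr at 30C. Growth restoration read as absorbance at 600 nm. CP55940 positive control, DMSO negative.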
# TDP-43 yeast inh = qHTS of TDP-43 Inhibitors | TDP-43 expressing yeast growth rescue, BacTiter-Glo, 24 h | Potency, µM (top dose mostly 46.1 µM), without a hit: top-dose growth rescue (activation), most hits filed as activators | 410,000 compounds, 1.8% hits; note: % of control where 0% means no effect; nearly all actives have a fitted effect of over 50% in size
#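 Readout is BacTiter-Glo luminescence of cell growth, so inhibitors register as activators. TDP-43-expressing yeast at OD600=0.02 in galactose medium, after raffinose pregrowth to mid-log, were incubated with compound for 24 hr at 30 deg C.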
# PTHR1 agonist = qHTS for PTHR1 Agonists: Primary Screen; Parathyroid hormone/parathyroid hormone-related peptide receptor (Homo sapiens), Q03431; HEK293 GP2 PTHR1 cells, GloSensor cAMP luminescence, 1 h; Potency, µM (titrated, usually from 115 µM), inactives show at the highest dose activation, actives largely listed as activators; 410,000 compounds, 0.075% hits; AID 743266, 2014; note: nearly all actives have a fitted effect of over 55% in size; some results filed as inactive show a strong effect at the top dose; inactives centre near -15; many of its hits are not listed in these tables
#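 HEK-293-derived GP2 cells expressing PTHR1 and a GloSensor cAMP reporter, 3,000/well, plated overnight, given luciferin plus IBMX (each 0.5 mM as added) for 1 h at 37 °C, then compound for 1 h at 37 °C. Luminescence was read after 15 min at room temperature.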
# aSyn yeast inh = qHTS of alpha-syn Inhibitors. Yeast expressing alpha-synuclein, growth rescue, BacTiter-Glo, 24 h. Potency, µM (series often up to 46.1 µM), for inactives: top-dose growth rescue (activation), actives largely listed as activators. 370,000 compounds, 0.14% hits. AID 652106, 2013; note: % of control where 0% means no effect; nearly all actives have a fitted effect of over 65% in size
#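 Galactose-induced alpha-syn yeast (OD600=0.02, raffinose-pregrown) + pinned cpd, 24 hr, 30 deg C; growth by BacTiter-Glo luminescence. Growth restoration scores as activation.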
# EPAC1 antagonist = qHTS for Antagonist of cAMP-regulated guanine nucleotide exchange factor 3 (EPAC1): primary screen | Rap guanine nucleotide exchange factor 3 (Homo sapiens), O95398 | EPAC1 GEF assay, Rap1b-BODIPY-GDP exchange fluorescence | Potency, µM (doses to about 115 µM), for inactives: at the top dose activity change, negative = inhibition, hits mostly inhibitors | 360,000 compounds, 0.14% hits;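 note: plate controls were vehicle for no effect and positive control for full effect; nearly all actives have a fitted effect of over 50% in size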
# EPAC1 agonist = qHTS for Agonist of cAMP-regulated guanine nucleotide exchange factor 3 (EPAC1): primary screen; Rap guanine nucleotide exchange factor 3 (Homo sapiens), O95398; EPAC1 agonist qHTS, biochemical assay; response scale: 100% = response to 6.5 mM cAMP; Potency, µM (highest dose often 154 µM), without a hit: at the highest dose activation, hits mostly activators; 360,000 compounds, 0.073% hits; AID 720707, 2013; note: nearly all actives have a fitted effect of over 60% in size
#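 Nucleotide exchange assay: 100 nM EPAC1 with 250 nM Rap1B loaded with BODIPY-GDP and 50 uM GDP, room temperature. Fluorescence (480/540 nm) read every 5 min for 30 min; signal change normalized to 6.5 mM cAMP as full agonist.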
# * = called active by the depositor; i = inactive; ? = inconclusive; . = not tested or not shown; [ ] = remark or other dose. Calls come from the whole dose curve; as a rule, active = well fitted curve in the direction sought with a large enough effect; inconclusive = small, poorly fitted or top-dose-only effect, or another doubt; inactive = no such curve, though single readings can be large; an effect the other way counts as inactive or inconclusive. Potency is the fitted concentration of half-maximal effect. Only part of the results is shown; count on the stated rates, not on these rows.
# Each structure is followed by: EPAC2 antag | EPAC1 agonist | EPAC2 ag | TDP-43 yeast inh | aSyn yeast inh | PTHR1 agonist | EPAC1 antagonist | FUS yeast rescue
COc1cccc(NC(=O)CCN2CCN(C)CC2)c1
 : 11% | 0% | 2% | -18% | -1% | -40%[inhibitor][57.5 µM] | 10% | 43%
CCSc1nc2c(c(=O)[nH]c(=O)n2C)n1CC(O)COc1ccccc1 (configuration not stated)
 : -13% | -5% | -2% | 25% | 1% | i | -1% | -27%
COc1ccccc1C(NC(=O)C1CCN(CCc2ccc(Br)cc2)CC1)c1ccccn1 (configuration not stated)
 : 27% | -6% | 13% | -3% | -1% | -3% | 9% | -21%
CCOC(=O)c1cnc2[nH]c3ccccc3n2c1=O
 : -2% | 13% | 3% | 14% | 0% | -51%[inhibitor] | 1% | -14%
COc1cccc(C(=O)CN2C3=NCCCN3c3ccccc32)c1
 : -3% | 7% | -5% | 0% | 7% | -47%[inhibitor] | -22% | 2%
Cc1ccc(CNC(=O)[C@@H](NC(=O)C2CCN(C(=O)[C@@H]3CCCN3)CC2)C(C)C)cc1
 : 7% | -18% | -2% | -8% | 9% | -11% | 8% | -23%
CCC(C)Nc1nc2c(c(=O)[nH]c(=O)n2C)n1CCOc1ccccc1 (configuration not stated)
 : -9% | 2% | 1% | 1% | -10% | i | -2% | 22%
O=C(Cc1ccccc1)N1CCC2(CC1)NCCc1[nH]cnc12
 : 8% | -5% | 4% | 5% | 1% | -4% | -21% | -19%
Cc1ccc(C(=O)NCC(=O)OCc2csc(-c3ccccc3)n2)cc1
 : -1% | 14% | 9% | 15% | -4% | i | -4% | -3%
CC(C)(C)OC(=O)N1CCC[C@H]1c1nnc(SCC(=O)Nc2ccc(Br)cc2)o1
 : 3% | -1% | -4% | 3% | 5% | -10% | 2% | 28%
CC(C)(C)C(C(=O)n1cccc1C#N)c1ccccc1 (configuration not stated)
 : ? | 8% | 9% | 13% | -4% | -17% | -13% | -18%
CC1CCCC(C)N1C(=S)SCC(=O)O (configuration not stated)
 : 1% | -6% | 3% | 0% | 2% | i | 3% | -15%
Oc1ccccc1/C=N/N1CCN(c2ccccn2)CC1
 : -7% | 12% | 13% | -8% | 0% | -17% | -4% | -12%
O=C(NCc1cccs1)c1cc2c(s1)CCCC2
 : 7% | 4% | 13% | ? | 0% | -11%[57.5 µM] | -2% | 21%
CCOC(=O)C(C)N1CC(=O)N(c2ccccc2)C1=O (configuration not stated)
 : -4% | -6% | 4% | ? | 0% | -1% | -26% | -20%
Cn1c(/C=C/c2ccc(Cl)cc2Cl)c([N+](=O)[O-])c(=O)n(C)c1=O
 : 3% | 0% | 3% | 4% | -2% | -32%[inhibitor] | -11% | -2%
CS(=O)(=O)N1CCN(C(=O)C(Sc2ccccc2)c2ccccc2)CC1 (configuration not stated)
 : 8% | 5% | -1% | -19% | -9% | i | 4% | 13%
COc1ccccc1NS(=O)(=O)c1cc(NC(=O)Nc2cccc(C)c2)ccc1N1CCCCC1
 : -3% | 3% | 8% | -5% | -2% | i | -4% | 21%
CCC(c1nnnn1C(C)(C)C)N1CCN(C/C=C/c2ccccc2)CC1 (configuration not stated)
 : 15% | -14% | 5% | 17% | -1% | -5% | 9% | 8%
O=C(Nc1ccc2nc([C@H]3C[C@H](O)[C@@H](CO)O3)[nH]c2c1)NC(c1ccccc1)c1ccccc1
 : -9% | 7% | 6% | 11% | 4% | 12% | -18% | 13%
CCC(=O)NC1CC2CCCC(C1)N2Cc1ccc(C)cc1 (configuration not stated)
 : 2% | 8% | 3% | -16% | 0% | i | -3% | -17%
CCNc1nc(SCc2ccccc2)nc(N2CCOCC2)n1
 : -9% | 5% | 12% | ? | -21% | i | -12% | 11%
O=C(NC(NCC1CCCO1)C(Cl)(Cl)Cl)c1cccc2ccccc12 (configuration not stated)
 : -13% | -9% | 8% | 10% | -2% | -55%[inhibitor] | -19% | 14%
O=C(CSc1ncc(S(=O)(=O)c2ccccc2)c(=O)[nH]1)Nc1ccccc1Cl
 : 0% | -2% | -6% | -23% | -3% | -13% | -21% | -10%
CC(C)N(C(=O)C(F)(F)F)C(C(=O)NC1CCCCC1)c1ccncc1 (configuration not stated)
 : 3% | 13% | 0% | 20% | -1% | i | 0% | 15%
Nc1ncnc2c1ncn2C1OC(COP(=O)(O)O)C(O)C1O (configuration not stated)
 : 0% | 11% | 5% | -86%[inhibitor] | -77%[inhibitor] | i | 0% | -18%
O=C(N/N=C/c1ccc(N2CCOCC2)s1)c1ccc(NS(=O)(=O)c2cccs2)cc1
 : -6% | -4% | 10% | 13% | 2% | i | -17% | 44%
O=c1c(Cl)c(N2CCN(c3ccccc3)CC2)cnn1C12CC3CC(CC(C3)C1)C2
 : 9% | -9% | -1% | -20% | 14% | -30%[inhibitor] | -2% | -7%
CCCN(CCC)CCCNC(=O)C1c2cc(OC)c(OC)cc2C(=O)N(C)C1c1cccnc1 (configuration not stated)
 : 23% | -20% | -1% | -34%[inhibitor] | 0% | 17% | -9% | -5%
CCCn1c(CN2CCN(C(=O)c3ccco3)CC2)nc2cc(S(=O)(=O)N(C)C)ccc21
 : -4% | 0% | 12% | 4% | -5% | i | -8% | 22%
CCOC(=O)C1(S(=O)(=O)c2ccccc2)CCN(Cc2ccccc2)CC1
 : -5% | 12% | 0% | 0% | 0% | -32%[inhibitor][57.5 µM] | -13% | 15%
O=C1[C@@H]2Cc3c([nH]c4ccccc34)C(c3cccc(Br)c3)N2C(=O)CN1C1CCN(Cc2ccccc2)CC1 (some centres not stated)
 : -8% | 5% | 8% | -2% | -22% | i | -21% | 44%
CC(C)(C)OC(=O)N1CCC[C@H]1C(=O)NCc1ccc(F)cc1F
 : 7% | -3% | 8% | 21% | -1% | -20% | -8% | -4%
COc1cc(NC(=O)c2c3c(nc4ccccc24)CCC3)cc(OC)c1
 : 9% | -1% | 3% | -6% | -10% | i | 0% | 21%
COC(CNC(=O)CN1CCN(Cc2ccc(F)cc2Cl)C1=O)OC
 : 0% | -4% | -6% | -8% | 6% | i | -5% | -4%
CCCNC(=S)N(Cc1ccccc1)Cc1nc2ccccc2c(=O)[nH]1
 : -3% | -5% | 12% | 30% | 1% | -1% | -20% | .
CCCc1cc(=O)oc2cc(OCC(=O)N3CCN(C(=O)C4COc5ccccc5O4)CC3)ccc12 (configuration not stated)
 : -12% | 14% | 9% | -6% | 1% | -33%[inhibitor] | 7% | 17%
COc1ccc(OC[C@@H](O)CNC(=O)c2cccc3c2C(=O)c2ccc(-c4ccc(F)cc4OCc4ccccc4)cc2S3(=O)=O)cc1
 : -3% | -3% | 18% | -5% | 1% | -7% | -28% | ?
COc1ccc(C(=O)N2CCCC(c3nc(-c4cc(OC)c(OC)c(OC)c4)no3)C2)cc1 (configuration not stated)
 : 9% | 0% | 7% | -19% | -2% | -16% | 7% | 15%
CCOC(=O)C1=C(C)OC(N)=C(C(=O)OCC)C1c1cccnc1 (configuration not stated)
 : -6% | -11% | 5% | -23% | 5% | -18%[57.5 µM] | 12% | 5%

# Single values from above.
# `CCOC(=O)C1(S(=O)(=O)c2ccccc2)CCN(Cc2ccccc2)CC1` in TDP-43 yeast inh: 0%
# `COc1cc(NC(=O)c2c3c(nc4ccccc24)CCC3)cc(OC)c1` in EPAC2 ag: 3%

# The results go on.
# Each structure is followed by: EPAC2 antag | EPAC1 agonist | EPAC2 ag | TDP-43 yeast inh | aSyn yeast inh | PTHR1 agonist | EPAC1 antagonist | FUS yeast rescue
CCOC(=O)c1cc2cc([N+](=O)[O-])cc(OC)c2oc1=O
 : -12% | 4% | 1% | -2% | 2% | -30% | -9% | 0%
Cc1c(NC(=O)CCC(=O)N2CCOCC2)c(=O)n(-c2ccccc2)n1C
 : -2% | 0% | -2% | -6% | 0% | i | 0% | 3%
C=CCn1c(SCC(=O)c2ccccc2)nnc1-c1ccc2c(c1)OCO2
 : -5% | 2% | 10% | 22% | 13% | -8% | -8% | .
O=C(CC(C(=O)N1CCc2ccccc21)n1ccnc1)NCc1ccccc1 (configuration not stated)
 : 11% | 11% | 6% | -17% | -11% | -54%[inhibitor] | 4% | 6%
CCN1C(=O)/C(=C/c2ccc(N3CCCC3)cc2)NC1=S
 : 7% | 25% | ? | 17% | -4% | -46%[inhibitor] | -4% | 14%
Cc1nnc(-c2cnn(C)c2N)n1Cc1ccccc1F
 : 9% | -1% | 0% | -4% | -1% | i | 10% | 3%
Cc1ccc(/C=N/Nc2cccc(C(=O)O)c2)s1
 : 10% | 1% | -5% | -18% | -24% | -27% | 5% | 17%
CCc1ccc(Oc2ncnc(N)c2[N+](=O)[O-])cc1
 : -4% | 9% | 5% | 5%[9.22 µM] | 1% | -4% | 3% | 3%
CC(=C/c1ccco1)/C=N/NC(=O)Cc1cccn1C
 : 0% | -3% | -1% | 3% | 0% | i | 3% | .
Cc1cccc(OC(C)C(=O)N2CCCN(C)CC2)c1C (configuration not stated)
 : 4% | 0% | 5% | 7% | 1% | i | 6% | 4%
COc1ccccc1C(=O)N/C(=C/c1ccc(Br)cc1)C(=O)N1CCCC1
 : -9% | -9% | 17% | 9% | 2% | i | -2% | 34%
CCOc1ccc(C2=Nn3c(nnc3-c3ccccc3)SC2)cc1Cl
 : -2% | 9% | 4% | -13% | -2% | -59%[inhibitor][57.5 µM] | -22% | 8%
CCCc1cc(=O)[nH]c(Nc2ccc(Cl)cc2)n1
 : 4% | -15% | -2% | -24%[1.82 µM] | -2% | i | 10% | 18%
COc1cccc(C(=O)NCC(=O)N/N=C/c2cccs2)c1
 : 1% | 7% | -3% | 3% | 3% | i | -4% | -18%
Cc1ccc2nc(NC(=O)CCn3c(=O)sc4ccccc43)sc2c1
 : -5% | 16% | 26% | 20µM* | -5% | -9% | 2% | -3%
COc1ccc(C(=O)c2ccc(OC)c3cccc(O)c23)cc1OC
 : -4% | -2% | 12% | 26% | 6% | -11%[57.5 µM] | -6% | 4%
